Compound activity from PubChem.
KCNQ2 inh – KCNQ2 potassium channel inhibitors, primary screen, cell-based, CHO-K1, FluxOR thallium flux, B-score (AID 2156); Potassium voltage-gated channel subfamily KQT member 2 (Rattus norvegicus), O88943; 20 min; active compounds read low; B-score at 10 µM; actives 1.1% (n = 310,000);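 active = fluorescence ratio B-score at most minus 3 library SDs, with starting brightness B-score within 2 library SDs, cut at about -5.5 in these data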
Kir21 inh – inhibitors of mouse Kir2.1 inward-rectifier potassium channel; AID 1672, 2009; actives 0.85% (n = 310,000); B-score at 10 µM; Inward rectifier potassium channel 2 (Mus musculus), P35561; HEK293-Kir2.1, FluxOR thallium flux fluorescence; active compounds read low;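 active = fluorescence ratio B-score at or below minus 3 SD of library scores, with starting-brightness B-score within 2 SD, cut at about -4.2 in these data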;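 note: channel flux triggered by added potassium and thallium sulfate stimulus; B-score of peak minus minimum fluorescence over baseline after thallium stimulus; more negative B-score means stronger Kir2.1 block with less thallium influx; some compounds called inactive have numbers as strong as hits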
Target sequence (P35561 whole entry, looked up): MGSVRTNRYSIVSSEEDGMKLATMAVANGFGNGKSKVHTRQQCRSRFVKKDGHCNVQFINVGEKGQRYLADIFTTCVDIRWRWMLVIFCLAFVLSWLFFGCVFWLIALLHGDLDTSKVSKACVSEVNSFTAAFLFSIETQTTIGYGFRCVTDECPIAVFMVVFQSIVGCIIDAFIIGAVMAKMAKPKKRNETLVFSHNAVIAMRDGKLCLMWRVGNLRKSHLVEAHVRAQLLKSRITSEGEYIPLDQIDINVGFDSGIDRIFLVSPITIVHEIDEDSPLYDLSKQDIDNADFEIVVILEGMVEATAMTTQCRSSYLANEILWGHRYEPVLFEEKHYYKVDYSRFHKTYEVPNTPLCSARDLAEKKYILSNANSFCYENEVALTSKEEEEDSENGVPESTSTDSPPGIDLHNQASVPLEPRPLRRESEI
* = called active by the depositor; i = inactive.

SMILES | KCNQ2 inh | Kir21 inh
O=C(O)CCc1ccc(-c2cccs2)n1NC(=O)c1ccc(O)cc1 | i | -0.45
COc1ccc(Cc2nnc(SCC(=O)Nc3ccccc3C)n(N)c2=O)cc1 | i | 0.37
O=c1c2cc(NC(=S)NCc3cccnc3)ccc2nc2n1CCCCC2 | i | 0.82
C/C(CC(=O)NCc1ccc(Cl)cc1)=N\NC(=O)c1ccccc1F | i | -0.44
COC(=O)c1ccc(C(=O)Nc2cc(Cl)ccc2Cl)cc1NC(=O)c1ccccc1C | i | 1.3
Cc1ccc([C@@H]2[C@@H]3C(=O)N(C)C(=O)[C@@H]3[C@]3(C)C(=O)N(CCO)CC(=O)N23)o1 | i | -0.06
O=C(CSc1ncnc2scc(-c3ccc(Cl)cc3)c12)NCc1ccc2c(c1)OCO2 | i | 0.86
CN(C)/C=C/C(=O)/C=C/c1cn(-c2ncc(C(F)(F)F)cc2Cl)c2ccccc12 | i | -0.98
CCOc1ccc(N=C(/C(C(=O)C(=O)N2CCOCC2)=C(\O)c2ccccc2)c2ccccc2)cc1 | i | -0.24
Cc1cccn2c(=O)c3cc(C(=O)N4CCCC(C)C4)sc3nc12 (stereo not drawn) | i | -0.63
Cc1ccc(C(=O)N2CCN(C(=O)c3ccco3)CC2)cc1NC(=O)c1ccco1 | i | 1.7
Cc1ccc(-n2nc3c(=O)n(CCCC(=O)NCc4ccccc4F)nc(C)c3c2C)cc1 | i | 0.54
CC(=O)Nc1cccc(NC(=O)C2CCN(C(=O)c3ccco3)CC2)c1 | i | -0.55
CCc1ccc(-c2cc(C(F)(F)F)n3nc(C(=O)Nc4c(C)nn(Cc5ccccc5C)c4C)cc3n2)s1 | i | 0.75
O=C(Cn1c(-c2ccccc2)noc1=O)NCc1ccccc1 | i | -0.19
Cc1cc(C)n(C(=O)CSc2nnc(SCC(=O)n3nc(C)cc3C)s2)n1 | i | -3.3
CCOc1ccc(NC(=O)CSCc2cnn(-c3ccccc3)c2-n2cccc2)cc1 | i | -2.5
O=C(COc1ccc2cc(Br)ccc2c1Br)N1CCOCC1 | i | 0.89
CCOC(=O)COn1c(=O)c[n+]([O-])c2ccccc21 | i | -0.2
O=C(O)CN1C(=O)c2ccc(C(=O)c3ccccc3)cc2C1=O | i | 1.5
NC(=O)NCC(c1ccccc1)C1CCCCC1 (stereo not drawn) | i | -0.35
Cc1ccc(C2C=NN(c3ccccc3)C2=O)cc1 (stereo not drawn) | i | 0.08
COc1ccccc1CC(=O)Nc1cc2oc3ccccc3c2cc1OC | i | 0.56
CN(c1ccccc1)S(=O)(=O)c1cccc(NC(=O)c2ccncc2)c1 | i | 1.8
CCc1cc(CN2CCOCC2)c(NC(=O)c2ccccc2)s1 | i | 1.2
O=C(O)c1ccccc1C(=O)c1ccc(Cl)cc1 | i | -2.2
Cc1ccc(C(=O)NC(=S)NCc2ccco2)cc1 | i | -0.38
O=C1NC(c2ccc(Br)cc2)Nc2ccccc21 (stereo not drawn) | i | -1.1
CC(C)[C@@H]1CC[C@@H](C)C[C@H]1OC(=O)C[n+]1cc(-c2ccc(Cl)cc2)n2c1CCCCC2 | i | -8.1*
OC1(c2ccccc2F)CCN(Cc2nnc(-c3ccccc3)o2)CC1 | i | 0
O=C(C[n+]1ccccc1)Nc1ccc(Oc2ccccc2)cc1 | i | 0.79
CCN(C(=O)c1ccc(N2CC3CC(C2)c2cccc(=O)n2C3)c(NC(=O)c2ccncc2)c1)c1cccc(C)c1 (stereo not drawn) | i | 0.04
CCSc1ccccc1C(=O)N1CCN(c2ccccc2F)CC1 | i | 1.4
O=C1CC(c2ccc(OCCCCCOc3ccc(C4CC(=O)NC4=O)cc3)cc2)C(=O)N1 (stereo not drawn) | i | 1.4
CCn1c(=O)c2cc(C(=O)NCCCOC)sc2c2ccccc21 | i | 1.1
CN(Cc1ccccc1)C(=O)C1CCN(S(=O)(=O)c2cccc3nsnc23)CC1 | i | 1.9
O=C(CNC(=O)c1ccccc1F)OCc1csc(-c2ccccc2)n1 | i | -0.24
CC(=O)N1C(=O)N(C(C)=O)C2C1N(C)C(=O)N2C(C)=O (stereo not drawn) | i | -0.66
O=[N+]([O-])c1cc(S(=O)(=O)Nc2ccccc2)ccc1NCc1ccccc1 | i | 1.5
CCCC(CCC)=NNc1ccc(S(=O)(=O)Nc2ccccc2OC)cc1[N+](=O)[O-] | i | 2.2
CCOC(=O)N1CCC(NC(=O)CN2C(=O)CSc3ncccc32)CC1 | i | -0.01
CCc1ccc(C(N)=S)cc1 | i | -0.06
CC(=O)c1c(C)[nH]c(C2=NNC(=NCc3ccccc3)SC2)c1C | i | 0.59
CS(=O)(=O)N1CCN(Cc2ccc([N+](=O)[O-])cc2)CC1 | i | 0.13
CCOC(=O)COc1cc(-n2c(=S)[nH]c3cc(OC)c(OC)cc3c2=O)c(Cl)cc1Cl | i | 0.52
CCOc1ccc(-c2c(C(=O)N/N=C(\C)c3ccco3)nnn2-c2nonc2N)cc1 | i | 0.57
Cc1ccc(-n2nc(C)c(C3(O)C(=O)N(C(C)C)c4ccccc43)c2N)cc1 (stereo not drawn) | i | -0.02
COc1ccccc1C(=O)N/C(=C/c1ccco1)C(=O)Nc1cccc(C(=O)O)c1 | i | 0.85
COC(=O)N(C)c1ccccc1C(=O)N1CCOCC1 | i | 0.03
O=C(CS(=O)(=O)c1ccccc1Cl)N1CCOCC1 | i | 0.21
Later entries.
SMILES | KCNQ2 inh | Kir21 inh
O=C(CSc1ccc(Br)cc1)NCC(c1cccs1)N1CCOCC1 (stereo not drawn) | i | -1.2
O=C(NCCc1ccc(Cl)cc1)C1CCN(S(=O)(=O)c2cccs2)CC1 | i | 1.2
CC(=O)N1CN(CCCn2ccnc2)Cc2c1sc1c2CCCC1 | i | 0.41
Cc1ccc2onc(CC(=O)O)c2c1 | i | -0.6
CSc1ccc(NC(=O)c2cccnc2)cc1C#N | i | 0.2
CC(=O)c1c[nH]c(C(=O)NCC2CCCO2)c1 (stereo not drawn) | i | -0.64
COc1ccccc1NC(=O)c1c(C)nn(-c2ccccc2)c1Cl | i | 0.38
O=C(NCC1CCCO1)c1cc(C(=O)C2CCCCC2)c[nH]1 (stereo not drawn) | i | -0.22
O=C(NNC(=O)c1ccccc1-n1cccc1)c1ccccc1 | i | 0.32
OCCCN1c2ccccc2Nc2nnc(-c3ccccc3)cc21 | i | -2.7
Fc1ccc(CSc2ccc3nnc(-c4cccnc4)n3n2)cc1 | i | -0.86
O=C(COc1ccc(Cl)cc1)NN=C1CCCCCCC1 | i | -1.3
OCCCNCc1ccc(-c2ccccc2)cc1 | i | -0.06
COCCn1nnnc1C(c1ccc(OC)cc1OC)N1CCN(c2ccccc2)CC1 (stereo not drawn) | i | 0.48
CN(C(=O)C12CC3CC(CC(C3)C1)C2)C1(C)CCS(=O)(=O)C1 (stereo not drawn) | i | 3.6
Nc1nonc1-n1nnc(C(=O)N/N=C/c2cccc(Cl)c2Cl)c1CN1CCCC1 | i | -1.1
CC(C)NC(=O)c1cc2c(s1)CCCC2 | i | -3.8
Cc1csc(NC(=O)CSc2nnc(-c3cc(C)on3)o2)n1 | i | 0.45
CC(=O)N1CCC(=O)N(C(C)C)c2ccccc21 | i | 1
Cc1ccc(S(=O)(=O)NCCSc2ncccn2)cc1 | i | -1.2
COc1ccc(OC)c2c1CC(C)(C)NC2=O | i | 0.58
O=C(COC(=O)c1ccc([N+](=O)[O-])o1)c1ccccc1 | i | -1
O=C(Nc1ccccc1N1CCN(C(=O)c2ccc(Cl)cc2)CC1)c1cccc([N+](=O)[O-])c1 | i | -1.9
O=C(NCC1CCCO1)c1cncc(Br)c1 (stereo not drawn) | i | 2.5
CC1(C)CC(=O)C=C(NCCc2ccc(S(N)(=O)=O)cc2)C1 | i | 0.67
CCN(c1cccc(C)c1)S(=O)(=O)c1ccc2c(c1)NC(=O)CS2 | i | -5.9*
O=C(Cn1c(=O)n(-c2ccc(F)cc2)c(=O)c2sccc21)N1CCCC1 | i | 3.5
O=C(c1cc2ccccc2o1)N(Cc1ccco1)Cc1cccs1 | -12* | 0.68
COc1cc2c(cc1OC)C(C)N(C(=O)Cn1ncc3c1-c1ccccc1OC3)CC2 (stereo not drawn) | i | 0.13
CC(C)[C@H](NC(=O)[C@H](Cc1ccccc1)n1c(=O)[nH]c2ccccc2c1=O)C(=O)N1CCC[C@@H]1C(=O)O | i | 1.5
Cn1cc(S(=O)(=O)NCc2cccs2)c(=O)n(C)c1=O | i | 0.23
C=CCNC(=O)N1CCC(CO)(Cc2ccc(Cl)cc2)CC1 | i | 0.03
CN(C)C(=O)N1CCN(C(=O)N(C)C)CC1 | i | -0.37
O=C(NC1CCCCC1)c1ccccc1NC(=O)C1CC(=O)N(c2ccccc2)C1 (stereo not drawn) | i | 1.4
O=C(CSc1ccc(-c2ccccc2)nn1)NCC1CCCO1 (stereo not drawn) | i | -0.86
CC(C)CNC(=O)C1CCN(Cc2ccc(OCc3ccccc3)cc2)CC1 | i | -0.85
C=CCN1C(=O)C(Cc2cccc(Cl)c2)S/C1=N/N=C/c1ccco1 (stereo not drawn) | i | 0.61
COCCCn1cc(C(=O)c2cc(OC)ccc2OCC(=O)N2CCCCC2C)cc(C#N)c1=O (stereo not drawn) | i | -0.38
CCc1nn(CCCC(=O)NCc2ccc(C)cc2)c(=O)c2cc3occc3n12 | i | 0
CSc1ncccc1C(=O)NC1CCCc2c1cnn2-c1ccc(C)c(C)c1 (stereo not drawn) | i | -0.25
COc1ccc(NC(=O)CC(CC(=O)O)c2cc(OC)c(OC)c(OC)c2)cc1 (stereo not drawn) | i | 1.7
CSc1nc(O)c(C(c2ccccc2)c2c(O)nc(SC)[nH]c2=O)c(=O)[nH]1 | i | 0.29
Cc1c([N+](=O)[O-])c(C/C=N/O)nn1C | i | -0.01
Cc1ccccc1N(CC(=O)O)S(C)(=O)=O | i | -0.88
CC(=O)Nc1ccc(NC(=O)C(C)OC(=O)CCCOc2ccc(Cl)c(C)c2)cc1 (stereo not drawn) | i | -0.19
Cc1cc(C)nc(-n2nc(C)c3c(C(F)(F)F)cc(=O)[nH]c32)n1 | i | 1.3
O=C(NCC(=O)N1CCCC1)c1cccs1 | i | -0.02
Cc1sc2nc(SCc3nc(-c4ccccc4)no3)n(-c3ccccc3)c(=O)c2c1C | -9* | 1.6
S=C(NCC(c1ccco1)N1CCCC1)Nc1ccccc1 (stereo not drawn) | i | -0.07
Cc1ccc(N2CCN(C(=O)c3ccccc3F)CC2)c(C)c1 | i | 0.06
Carrying on.
SMILES | KCNQ2 inh | Kir21 inh
CC(CCc1ccccc1)NC(=O)COC(=O)CC1CC2CCC1C2 (stereo not drawn) | i | -2
CCOc1ccccc1N1CCN(C(=O)CCCc2nc3ccccc3s2)CC1 | i | -0.03
CCC(C)OC(=O)C1C(c2ccccc2)C(C(=O)O)C1c1ccccc1 (stereo not drawn) | i | 0
COc1ccc(NC2=Nc3ccccc3N3C2=Nc2c(c(C)nn2-c2ccc(C)cc2)C3c2cccnc2)cc1 (stereo not drawn) | i | 2.7
O=S(=O)(c1cccc(S(=O)(=O)N2CCOCC2)c1)N1CCCCCC1 | i | 0.97
Cc1ccc(CNC(=O)Nc2ccc(F)cc2F)n1C | i | -0.04
COc1ccc(C(=O)NCC(=O)N/N=C(\C)Cc2ccccc2)cc1 | i | 0.27
Cc1ccc2c(C(=O)N3CCN(c4ccccc4)CC3)cc(-c3cccnc3)nc2c1C | i | 0.34
CCn1nc(C)c(CNCc2cn[nH]c2-c2cc3ccccc3o2)c1C | i | -0.62
C=CCn1c(O)c(N=Nc2ccccc2)c2ccccc21 | i | 0.49
Cc1cc(=O)oc2c(C)c(OCC(=O)N3CCN(c4ccc(F)cc4)CC3)ccc12 | i | -1.8
CC(C)CCN1CC(O)=C(c2nc(-c3ccc(Cl)cc3)cs2)C1=N | i | 0.66
COc1cc(C)c(Cl)c(C)c1S(=O)(=O)NCc1cccnc1 | i | -0.25
COCCCN1C(=O)C(=O)/C(=C(/O)c2ccc(OC)cc2)C1c1cccc(OC)c1 (stereo not drawn) | i | 1.5

Compounds listed so far that contain a furan ring, fused or not (13):
SMILES | KCNQ2 inh | Kir21 inh
Cc1ccc([C@@H]2[C@@H]3C(=O)N(C)C(=O)[C@@H]3[C@]3(C)C(=O)N(CCO)CC(=O)N23)o1 | i | -0.06
Cc1ccc(C(=O)N2CCN(C(=O)c3ccco3)CC2)cc1NC(=O)c1ccco1 | i | 1.7
CC(=O)Nc1cccc(NC(=O)C2CCN(C(=O)c3ccco3)CC2)c1 | i | -0.55
COc1ccccc1CC(=O)Nc1cc2oc3ccccc3c2cc1OC | i | 0.56
Cc1ccc(C(=O)NC(=S)NCc2ccco2)cc1 | i | -0.38
CCOc1ccc(-c2c(C(=O)N/N=C(\C)c3ccco3)nnn2-c2nonc2N)cc1 | i | 0.57
COc1ccccc1C(=O)N/C(=C/c1ccco1)C(=O)Nc1cccc(C(=O)O)c1 | i | 0.85
O=C(COC(=O)c1ccc([N+](=O)[O-])o1)c1ccccc1 | i | -1
O=C(c1cc2ccccc2o1)N(Cc1ccco1)Cc1cccs1 | -12* | 0.68
C=CCN1C(=O)C(Cc2cccc(Cl)c2)S/C1=N/N=C/c1ccco1 (stereo not drawn) | i | 0.61
CCc1nn(CCCC(=O)NCc2ccc(C)cc2)c(=O)c2cc3occc3n12 | i | 0
S=C(NCC(c1ccco1)N1CCCC1)Nc1ccccc1 (stereo not drawn) | i | -0.07
CCn1nc(C)c(CNCc2cn[nH]c2-c2cc3ccccc3o2)c1C | i | -0.62

Some of these compounds in order of length of the SMILES, largest number first.
SMILES | KCNQ2 inh | Kir21 inh
CCOC(=O)COc1cc(-n2c(=S)[nH]c3cc(OC)c(OC)cc3c2=O)c(Cl)cc1Cl | i | 0.52
CN(c1ccccc1)S(=O)(=O)c1cccc(NC(=O)c2ccncc2)c1 | i | 1.8
O=C(COC(=O)c1ccc([N+](=O)[O-])o1)c1ccccc1 | i | -1
CCn1c(=O)c2cc(C(=O)NCCCOC)sc2c2ccccc21 | i | 1.1
